HIV peptide binding: inhibitors of HIV fusion peptide binding, primary screen, biochemical, uHTS, fluorescence dequenching (AID 1986); cell-free peptide binding, fluorescence dequenching, 30 min; higher % means a stronger effect; inhibition, % at 20 µM, or IC50 in µM where a hit was titrated; 290,000 compounds, 0.3% hits; in the data active = inhibition mostly above about 52%, no sharp cut-off; inactive = mostly below about 76%; also: some results filed as inactive read as strong as hits
AID2073: inhibitors of Mint1-CaV2.2 protein interaction, biochemical, HTRF (AID 2073); Voltage-dependent N-type calcium channel subunit alpha-1B (Homo sapiens); HTRF protein-protein interaction, Mint1-CaV2.2; higher % means a stronger effect; inhibition, % at 20 µM; hits with a dose series show IC50 in µM; 290,000 compounds, 0.19% hits; in the data active = inhibition mostly above about 51%, no sharp cut-off; also: some results filed as inactive read as strong as hits
SIAH1 antagonists: Siah-1 peptide-binding antagonists, primary screen, biochemical, fluorescence polarization, rhodamine-plectin, uHTS (AID 1817); displacement, % at 20 µM; hits with a dose series show IC50 in µM; 290,000 compounds, 0.02% hits; Siah-1 / rhodamine-plectin peptide fluorescence polarization; higher % means a stronger effect;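 active = displacement of at least 50% at 20 µM, with a fluorescence ratio check between 0.3 and a set limit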;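 also: plate controls were Siah plus tracer with DMSO for no effect and tracer alone without Siah for full effect; strong numbers were not always called active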
NS5 inhibitors: Dengue-2 NS5 methyltransferase inhibitors, primary screen, biochemical, confirmation dose response (AID 588689). Dengue-2 NS5 methyltransferase capping enzyme assay, biochemical; higher % means a stronger effect. one-dose inhibition, % at 25 µM; IC50 in µM for titrated hits. Genome polyprotein (Dengue virus type 2 (strain 16681-PDK53)). 340,000 compounds, 0.3% hits; in the data active = a potency from the dose series
GPR55 beta-arrestin: GPR55 agonists via beta-arrestin recruitment, primary screen, imaging, U2OS cells, beta-arrestin-GFP redistribution (AID 1961); U2OS GPR55 beta-arrestin-GFP redistribution imaging; higher % means a stronger effect; activation, % at 10 µM, or EC50 in µM where a hit was titrated; 290,000 compounds, 0.048% hits;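 active = activation above 40% with more than 50 cells counted in the well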;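 also: U2OS osteosarcoma cells stably expressing GPR55 and beta-arrestin-GFP; plate controls were DMSO negative control for no effect and LPI positive control for full effect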
GPR55 antagonists: GPR55 antagonists blocking LPI-driven arrestin recruitment, primary screen, imaging, U2OS, beta-arrestin-GFP, LPI agonist (AID 2013); inhibition, % at 10 µM; hits with a dose series show IC50 in µM; U2OS GPR55 beta-arrestin-GFP translocation imaging, LPI antagonism; higher % means a stronger effect; 290,000 compounds, 0.13% hits; G-protein coupled receptor 55 (Homo sapiens);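 active = spots per cell inhibited over 60%, with over 100 cells counted and total cytoplasm intensity under 500,000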;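 also: U2OS cells stably carrying GPR55 and arrestin-GFP stimulated by 5 µM LPI near EC80; imaged beta-arrestin-GFP aggregate spots per cell after agonist stimulation; plate controls were LPI-stimulated DMSO wells for no effect and DMSO wells without LPI for full effect; some results filed as inactive read as strong as hits; confirmed hits need IC50 under 10 µM and bright autofluorescent wells are also inconclusive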
GPR35 arrestin U2OS: GPR35 antagonists blocking zaprinast-driven arrestin recruitment, primary screen, imaging, U2OS, beta-arrestin-GFP, zaprinast agonist (AID 2058) | G-protein coupled receptor 35 (Homo sapiens) | U2OS GPR35 beta-arrestin-GFP translocation imaging, zaprinast antagonism; higher % means a stronger effect | one-dose inhibition, % at 10 µM; IC50 in µM for titrated hits | 290,000 compounds, 0.052% hits;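 active = inhibition of at least 50% with at least 30 cells and total cytoplasm GFP at most 10,000,000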
K1F lysis inhibition: inhibition of K1F phage lysis, E. coli UTI89, bacterial capsule biogenesis inhibitors, alamar blue (AID 488966) | 340,000 compounds, 0.02% hits | E. coli UTI89 K1F phage lysis, alamar blue, 2 h; higher % means a stronger effect | one-dose inhibition, % at 100 µM; IC50 in µM for titrated hits;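 active = phage lysis inhibition, versus mean bacterial control, above a set limit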;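 also: capsule biogenesis inhibitors block K1F phage lysis so surviving cells raise fluorescence; higher fluorescence means more inhibition of phage lysis; actives were called in the ten point dose series up to 300 µM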
NTR1 ag: agonists of NTR1, primary screen, imaging, U2OS cells, beta-arrestin-GFP, high content (AID 493036); activation, % at 20 µM; NTR1-U2OS beta-arrestin-GFP spot imaging, agonist mode; 330,000 compounds, 0.17% hits; Neurotensin receptor type 1 (Homo sapiens), P30989;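 active = activation at or above 40% of the spot to cytoplasm intensity ratio, with at least 20 cells analyzed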;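 also: 0% = DMSO without peptide and 100% = 100 nM NTR1 peptide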
Target sequence (P30989 whole entry, looked up): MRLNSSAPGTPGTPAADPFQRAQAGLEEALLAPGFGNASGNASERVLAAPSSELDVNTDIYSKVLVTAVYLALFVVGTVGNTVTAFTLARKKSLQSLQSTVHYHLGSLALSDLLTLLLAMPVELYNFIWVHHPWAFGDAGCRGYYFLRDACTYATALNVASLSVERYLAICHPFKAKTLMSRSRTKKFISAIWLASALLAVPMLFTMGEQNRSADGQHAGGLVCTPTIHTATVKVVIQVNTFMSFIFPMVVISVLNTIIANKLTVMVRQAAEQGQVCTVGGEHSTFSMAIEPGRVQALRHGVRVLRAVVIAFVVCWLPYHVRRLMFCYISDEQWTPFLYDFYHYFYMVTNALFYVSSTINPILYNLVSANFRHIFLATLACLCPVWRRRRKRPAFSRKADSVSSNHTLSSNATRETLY
NTR1 ag cell count 20 µM: second read-out of NTR1 ag, no call of its own (marks repeat the call); cell count; measured here: cell count, cytotoxicity flag
NS5 inhibitors pilot replicate: second read-out of NS5 inhibitors, no call of its own (marks repeat the call); inhibition, %; measured here: pilot screen replicate inhibition
An asterisk follows results filed as active; . = not tested or not shown; [ ] = remark or other dose.

SMILES | HIV peptide binding | AID2073 | SIAH1 antagonists | NS5 inhibitors | GPR55 beta-arrestin | GPR55 antagonists | GPR35 arrestin U2OS | K1F lysis inhibition | NTR1 ag | NTR1 ag cell count 20 µM | others
O=C1CSCN1c1ccc(Cl)c(Cl)c1 | 1.2% | 0% | 2% | -5% | -0.1% | -7% | -15% | 0.3% | -0.9 | 106
CCOc1c(Cl)cc(C(=O)Nc2ccccc2-c2ccccc2)cc1Cl | 1.2% | 8% | -5% | 7% | 0.0% | 52% | 4% | -0.3% | 3.6 | 51
COc1ccc(NC(=O)c2ccc3c(c2)n(C)c(=O)n3C)cc1 | 3.6% | -3% | 8% | -4% | 0.3% | 7% | -9% | 1.2% | 2.2 | 68
Cc1ccc(NC(=O)c2csc3c2CCCC3)cc1 | -2.6% | -5% | -1% | 5% | 0.0% | -3% | -4% | 0.3% | -0.8 | 59
O=C(N/N=C\C=C\c1ccc2c(c1)OCO2)c1ccc(F)cc1 | -2.4% | 8% | -5% | -7% | -0.3% | 8% | 1% | -0.8% | 0.8 | 27
Cc1ccc(/C(O)=C2/C(=O)C(=O)N(CCCn3ccnc3)C2c2ccccn2)cc1 (configuration not stated) | 3.1% | 27% | 3% | . | -0.1% | 0% | 18% | . | -1.8 | 84
COc1ccc(-c2ccnc(-c3ccncc3)n2)cc1 | -0.3% | 1% | 10% | -5% | -0.2% | -1% | 9% | 0.4% | 3.1 | 52
COc1ccc(N(C(=O)Cn2nnc(-c3ccc(Cl)cc3)n2)C(C(=O)NCC2CCCO2)c2ccc(C)cc2)cc1 (configuration not stated) | 9.1% | 5% | 1% | 8% | -0.3% | 22% | 2% | 0.4% | 6.9 | 98 | NS5 inhibitors pilot replicate=-1.2
CC1S/C(=C(\C#N)C(=O)NCc2ccco2)N(Cc2ccco2)C1=O (configuration not stated) | -2.6% | 8% | -4% | -4% | 0.3% | 8% | -4% | 3.7% | 1.0 | 30
CCOC(=O)CN1C(=O)S/C(=C/c2ccc3c(c2)n(C)c(=O)n3C)C1=O | -1.0% | -2% | -2% | -6% | -0.3% | -3% | . | 3.5% | 0.0 | 40
Cn1cc(C(=O)N/N=C/c2cccc(O)c2)ccc1=O | -1.0% | -8% | -4% | 4% | 0.9% | 2% | -9% | 0.0% | -0.1 | 17
CC(=O)Nc1ccc(CN2CCCC(CCC(=O)NCc3ccccc3F)C2)cc1 (configuration not stated) | 0.2% | 2% | 3% | -4% | 0.2% | 4% | -6% | -0.3% | 0.8 | 38
COc1cccc(N/C(SC)=C(/C#N)C(N)=O)c1 | 1.2% | 6% | -3% | -3% | -0.4% | -4% | -4% | 0.5% | -2.2 | 85 | NS5 inhibitors pilot replicate=6.1
Cc1cc(C)c(C#N)c(SCc2c(F)cccc2[N+](=O)[O-])n1 | -1.4% | -2% | 0% | -2% | -0.2% | -8% | -7% | -1.1% | 0.0 | 45
O=C(Nc1cc(C(F)(F)F)ccc1N1CCCCC1)c1cccc([N+](=O)[O-])c1 | 1.4% | -3% | 3% | -1% | 0.2% | 20% | 6% | -0.1% | 8.6 | 45
O=C(COc1ccc(S(=O)(=O)N2CCOCC2)cc1Cl)NCC1CCCO1 (configuration not stated) | 1.1% | -5% | 8% | -3% | -0.2% | -6% | -5% | 0.5% | 0.7 | 66
CCOc1cc(C2NC(=O)N(C)C(C)=C2C(=O)OC)cc(Br)c1O (configuration not stated) | 0.8% | -50% | -6% | -28% | -0.1% | 7% | 0% | 1.1% | -2.4 | 82
CC(=O)SC(C)CC(=O)Nc1ccccc1 (configuration not stated) | 1.7% | -1% | -3% | 0% | -0.2% | 5% | 2% | -1.5% | -1.4 | 66
COc1ccc(NC(=O)c2ccccc2NS(=O)(=O)c2ccc(C)cc2)c([N+](=O)[O-])c1 | 1.8% | 4% | -7% | 0% | 0.3% | 5% | 12% | -0.1%[50 µM] | 2.0 | 59
COc1ccc(-c2csc(NC(=O)CSc3nc(SC)ns3)n2)cc1 | 7.4% | 14% | 6% | 0% | -0.4% | 14% | -1% | 0.6% | 7.1 | 77
Cc1ccc(CN(Cc2cc3cccc(C)c3[nH]c2=O)C(=O)N(C)C)cc1 | -1.5% | -3% | 6% | -3% | -0.1% | 1% | 8% | 0.0% | 0.3 | 94
O=C(c1ccco1)N1CCN(C(=O)c2ccc(CS(=O)c3ccc(Cl)cc3)o2)CC1 (configuration not stated) | -0.3% | 5% | -3% | -7% | -0.1% | 5% | -13% | 0.3% | 0.8 | 72
Cc1ccc(NC(=O)c2sc3ncn(CC(=O)N4CCN(c5ccccn5)CC4)c(=O)c3c2C)cc1Cl | 19% | 33% | -2% | 2% | 0.0% | -15% | -4% | 0.1% | 0.1 | 69
CCOC(=O)N1CCN(S(=O)(=O)c2cc(OCC(=O)NC3CCCCC3)c(C)cc2Cl)CC1 | 1.1% | -7% | 3% | 0% | 0.6% | 11% | -2% | -0.4% | 3.2 | 74
CCOc1cccc(N2C(=O)CC(NNC(=O)c3ccc(Br)o3)C2=O)c1 (configuration not stated) | -1.0% | 12% | 11% | -2% | -0.2% | 6% | 1% | -1.3% | 0.3 | 43
COCc1ccc(CN2CCC(n3nccc3NC(=O)CCOc3ccccc3)CC2)o1 | 0.1% | -8% | -1% | -5% | -0.1% | 14% | -4% | -0.2% | -1.1 | 45
CCOC(=O)N1CCN(c2c(N3CCN(c4ccccc4OC)CC3)c(=O)c2=O)CC1 | -1.8% | -4% | -6% | 0% | 0.2% | 9% | 17% | -0.9% | -1.7 | 74
CC(C)c1nnc(SCC(=O)N2CCN(C(=O)c3ccco3)CC2)n1N | -0.9% | -5% | -2% | -8% | 0.7% | 16% | -10% | -0.5% | 1.3 | 47
CCOc1ccccc1OCCNC1CCCC1 | -0.8% | -1% | 20% | -1% | -0.2% | -3% | 6% | 0.0% | 2.7 | 84
O=C(CSc1nc(-c2ccccc2)cc(=O)[nH]1)Nc1ccccc1F | -0.2% | 10% | 0% | -7% | -0.1% | 4% | 15% | 0.1% | -0.4 | 114
Cc1ccc(NC(=O)CC2C(=O)OCC3CCCCN32)cc1Cl (configuration not stated) | 7.5% | -13% | 4% | . | -0.3% | 7% | -8% | 0.6% | 0.6 | 92
CCC(OC(=O)C(NC(=O)c1ccccc1)c1ccccc1)C(=O)Nc1cc(C)on1 (configuration not stated) | -3.0% | -4% | 1% | -5% | 0.1% | 0% | 0% | 1.3% | 2.3 | 49
COc1cc(C(=O)Nc2ccc(NC(=O)c3cccc(Cl)c3)nc2)cc(OC)c1OC | -1.2% | 6% | 0% | -2% | 0.6% | 15% | 8% | 0.3% | 1.4 | 38
CC(=O)c1c(CC(=O)O)[nH]n(-c2nc3ccccc3s2)c1=O | -3.8% | 0% | -6% | -10% | -0.1% | -25% | -2% | -2.5% | 0.5 | 75
COC(=O)C1=C(C(=O)OC)[C@@H]2N(C)c3ccccc3[C@@]23C[C@@H](CO)N(C(=O)NCCBr)C3=N1 | -1.6% | 4% | 0% | 11% | -0.1% | -10% | 3% | 2.0% | -6.8 | 33
COc1ccccc1C(=O)NC(=O)CSc1cccc[n+]1[O-] | 0.8% | -5% | -4% | 3% | -0.2% | 18% | -16% | 0.1% | 0.4 | 60
Cc1[nH]nc2c1C(c1ccc(-c3ccccc3C#N)o1)C(C#N)=C(N)O2 (configuration not stated) | -1.6% | 2% | -4% | 9% | -0.2% | -2% | 21% | 0.4% | 8.6 | 46
COc1cccc(OCCNC(=O)c2ccc(C)cc2)c1 | -2.0% | 9% | 0% | -5% | 0.0% | 4% | -1% | -0.1% | -1.5 | 83
Cc1ccc(SCc2nnc(NC(=O)c3ccccc3)s2)cc1 | 2.4% | 12% | 3% | -7% | -0.1% | 9% | 1% | -0.1% | 0.1 | 64
O=C(NCC(F)(F)F)Nc1cccnc1 | 1.0% | 8% | -1% | -10% | -0.5% | -13% | -14% | 0.2% | 0.0 | 66

A section from the list above:
SMILES | HIV peptide binding | AID2073 | SIAH1 antagonists | NS5 inhibitors | GPR55 beta-arrestin | GPR55 antagonists | GPR35 arrestin U2OS | K1F lysis inhibition | NTR1 ag | NTR1 ag cell count 20 µM | others
Cc1ccc(CN(Cc2cc3cccc(C)c3[nH]c2=O)C(=O)N(C)C)cc1 | -1.5% | -3% | 6% | -3% | -0.1% | 1% | 8% | 0.0% | 0.3 | 94
O=C(c1ccco1)N1CCN(C(=O)c2ccc(CS(=O)c3ccc(Cl)cc3)o2)CC1 (configuration not stated) | -0.3% | 5% | -3% | -7% | -0.1% | 5% | -13% | 0.3% | 0.8 | 72

Remaining list, next part.
SMILES | HIV peptide binding | AID2073 | SIAH1 antagonists | NS5 inhibitors | GPR55 beta-arrestin | GPR55 antagonists | GPR35 arrestin U2OS | K1F lysis inhibition | NTR1 ag | NTR1 ag cell count 20 µM | others
COCCNC(=O)Nc1ccc(F)cc1 | 2.3% | 13% | 1% | -3% | -0.2% | -4% | -12% | -0.3% | 0.9 | 25
CC(C)CCOc1ccc(CO[C@@H]2[C@H]3OC(C)(C)O[C@H]3O[C@@H]2C(O)CO)cc1 (some centres not stated) | 1.4% | 7% | 2% | -9% | 0.0% | 1% | 1% | 1.7%[50 µM] | -1.3 | 43
CC(CC(=O)N1CCN(c2ccccc2)CC1)S(=O)(=O)c1ccc2c(c1)NC(=O)CO2 (configuration not stated) | -0.3% | 12% | -3% | -7% | -0.4% | -9% | 0% | 0.3% | 3.5 | 63
CCc1c(C(=O)Nc2cc(C(=O)OC)ccc2C)csc1C | 0.5% | 10% | 4% | -5% | -0.1% | 4% | -3% | 0.0% | -0.4 | 53
Cc1cc(=O)oc2cc(OCC(=O)N3CC[C@@]4(O)CCCC[C@H]4C3)c(Cl)cc12 | 0.4% | 4% | 1% | 1% | -0.2% | -3% | -11% | 3.3% | 0.0 | 85
Cc1cc(-c2ccccc2)nc(SCc2ccc(C(=O)O)o2)n1 | 1.6% | -21% | 1% | -20% | 0.2% | 4% | -17% | -0.7% | -0.1 | 41
Cn1cccc1/C=N/NC(=O)c1ccncc1 | -0.5% | 2% | 7% | . | -0.1% | 6% | 14% | . | 0.0 | 68
CC1=C(C(=O)NC(C)C)C2(CCC(C)CC2)OC1=O (configuration not stated) | 5.2% | 13% | 8% | -2% | 0.0% | -10% | 9% | -1.1% | 1.3 | 64
O=CNCc1nc2ccccc2n1CCc1ccccc1 | -1.7% | 14% | -12% | -8% | -0.2% | -4% | 2% | 1.7% | 1.0 | 60
